Screening results as filed in PubChem.
ER stress rescue = rescue of cells from ER stress-induced death, primary screen, 384-well, CSM14.1, thapsigargin, ATP luminescence (AID 1222). CSM14.1 thapsigargin-induced death rescue, ATP luminescence; higher % means a stronger effect. cellular ATP content (survival), % at 20 µM, or EC50 in µM where a hit was titrated. 190,000 tested, under 10 active;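 active = EC50 below 50 µM in the dose-response confirmation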;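 also: death triggered by thapsigargin at about 15 µM added after 2 h compound pretreatment; cell ATP read after overnight thapsigargin exposure of roughly 18 to 22 hours; normalized against plate controls of thapsigargin alone and 5% DMSO vehicle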
Ins promoter up = MIN6 insulin promoter up-regulation | MIN6 insulin promoter-GFP reporter, high-content imaging; hits give high values | z-score at 5 µM | 0.3% of 190,000 active;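 active = z-score above 3 at 5 µM with at least 500 cells counted in the well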
Dynein cargo inh = dynein cargo transport inhibition; z-score, hits read low; 0.47% of 220,000 active; 3617.4 mouse cells, GR-EGFP nuclear translocation imaging; test concentration mostly 20 µM; stimulated with dexamethasone, 1 µM; hits give low values;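 active = plate z-score of nuclear minus cytoplasmic receptor signal below a set negative limit, without overly bright fluorescence or cell loss, cut at about -3.5 in these data, passing the limit was not always enough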;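 also: z-score of nuclear minus cytoplasmic ring GR-EGFP intensity difference per well; some compounds called inactive have numbers as strong as hits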
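medium = tetracycline-free induction medium containing charcoal-stripped FBS | also added = 1.0 µM final dexamethasone stimulus | schedule = 48 h induction, 1 h compound, 30 min dex at 37 °C | technique = fixed, Hoechst-stained cells imaged at 10x for EGFP | measure = GR-EGFP nuclear translocation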
Lipid droplet = modulators of hepatic lipid droplet formation; 0.4% of 240,000 active; AID 1656; inhibition, % at 6.5 µM; AML12 mouse hepatocytes, oleate lipid droplets, BODIPY imaging;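 active = lipid droplet intensity inhibited by at least 50%, with more than 500 cells counted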
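System: AML12 hepatocytes (mouse). Probe or stimulus: oleic acid at 100 µM to induce lipid droplet formation. Times: overnight treatment with compound plus oleate. Detection: Image-based BODIPY and DAPI two-channel analysis. Evaluation: percent inhibition of filter-corrected integrated lipid droplet intensity per well.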
M1AAP inhibition = malaria alanyl aminopeptidase activity blockers – biochemical, fluorogenic H-Leu-NHMec substrate, 1536-well (AID 1445); recombinant M1AAP, H-Leu-NHMec fluorogenic kinetic assay; higher % means a stronger effect; inhibition, % at 30 µM; hits with a dose series show IC50 in µM; 0.42% of 220,000 active;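 active = primary inhibition above the hit cutoff, then over 50% inhibition at one or more dose response concentrations, cut at about 23% in these data, passing the limit was not always enough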;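 also: plate controls were DMSO full reaction for no effect and no enzyme background for full effect; strong numbers were not always called active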
Yfh1-off respiration = mitochondrial function rescue without frataxin homolog – Friedreich's ataxia, plus single-dose screen, dose response (AID 1465); S. cerevisiae Yfh1-off respiration, WST-1 reduction, 72 h; higher fold induction means a stronger effect; fold induction at 50 µM, or EC50 in µM where a hit was titrated; 0.074% of 220,000 active;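 active = fold induction of absorbance versus untreated yeast above a set limit, then at least 30% activation at any dose in follow-up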;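 also: activators that raise dye reduction in frataxin-depleted yeast; strong numbers were not always called active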
M17LAP inhibition = P. falciparum M17LAP inhibitors, primary screen, biochemical, fluorogenic H-Leu-NHMec substrate, 1536-well (AID 1619); recombinant M17LAP, H-Leu-NHMec fluorogenic kinetic assay; higher % means a stronger effect; inhibition, % at 30 µM, or IC50 in µM where a hit was titrated; 0.38% of 220,000 active;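 active = compound inhibiting the enzyme by more than half at any dose during confirmatory dose-response retesting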;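 also: plate controls were full reaction with DMSO carrier for no effect and no enzyme background for full effect; strong numbers were not always called active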
Autophagy HCS = autophagy modulation, high-content screen. AID 463193. MEF GFP-LC3 puncta imaging; test concentration mostly 10 µM. 0.98% of 190,000 active. calls only at 10 µM (by protocol);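 active = percentage of spot-positive cells more than 3 SD above its plate mean, without a fluorescence outlier flag or 80% toxicity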;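 also: spot-positive cell cutoff set from DMSO-treated cells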
MT stabilizer = microtubule stabilizers in HeLa cells. % tubulin-high responders, % at 10 µM. 0.83% of 200,000 active. AID 2205. HeLa tubulin immunostaining HCS, 24 h; share of cells brighter than vehicle mean+2SD;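 active = plate Z-score above 3 for both tubulin-high and condensed-nucleus cell shares, with cell loss under 80%, at 10 µM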;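 also: anti alpha tubulin signal scored within the nucleus-defined area of each cell; some results filed as inactive read as strong as hits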
Dynein cargo inh cytoplasmic EGFP = further read-out of Dynein cargo inh, marked with its call; z-score; measured here: cytoplasmic GR-EGFP intensity; hits give high values
Dynein cargo inh nuclear GR-EGFP = recorded beside Dynein cargo inh, whose call it bears; z-score; measured here: nuclear GR-EGFP intensity;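 lower value marks the stronger effect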
Dynein cargo inh cell count = also measured in Dynein cargo inh; calls as there; z-score; measured here: cell count per field
Ins promoter up cell count = also measured in Ins promoter up; calls as there; cell count; measured here: cytotoxicity, nuclei count;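 total cells summed across four imaged fields per well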
Lipid droplet cells 6.5 µM = recorded beside Lipid droplet, whose call it bears; cell count; measured here: cell count, cytotoxicity flag;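 cells counted across two imaged fields per well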
MT stabilizer Hoechst-high % = further read-out of MT stabilizer, marked with its call; % Hoechst-high responders; measured here: nuclear condensation Hoechst responders;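 share of cells brighter than vehicle mean plus two SD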
MT stabilizer cytotoxicity % = further read-out of MT stabilizer, marked with its call; toxicity, %; measured here: cytotoxicity by cell density;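 0% = mean cell density of plate MIN control wells and 100% = no cells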
Autophagy HCS cell loss 18 h = recorded beside Autophagy HCS, whose call it bears; toxicity, %; measured here: cell loss, nuclei count;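 cell loss after 18 h compound exposure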
* hit, by the source's call.

Results for CCOC(=O)N1CCN(CC(=O)Nc2cccc(Br)c2)CC1 ?
ER stress rescue: 1.3%; Ins promoter up: -0.15; Dynein cargo inh: -0.25; Lipid droplet: -10.0; M1AAP inhibition: 0.4%; Yfh1-off respiration: inactive; M17LAP inhibition: 0.6%; Autophagy HCS: inactive; MT stabilizer: 1.8; Dynein cargo inh cytoplasmic EGFP: -0.225; Dynein cargo inh nuclear GR-EGFP: 0.0708; Dynein cargo inh cell count: 0.464; Ins promoter up cell count: 890; Lipid droplet cells 6.5 µM: 702; MT stabilizer Hoechst-high %: 1.3; MT stabilizer cytotoxicity %: 11.4; Autophagy HCS cell loss 18 h: -10.5

How did COc1cc(C(=O)OCC(=O)c2c(N)n(C)c(=O)n(C)c2=O)ccc1OCCC(C)C do in these assays?
ER stress rescue: 1.3%; Ins promoter up: 0.81; Dynein cargo inh: -0.624; Lipid droplet: 13.7; M1AAP inhibition: 1.7%; Yfh1-off respiration: inactive; M17LAP inhibition: -1.2%; Autophagy HCS: inactive; MT stabilizer: 3.4; Dynein cargo inh cytoplasmic EGFP: -0.201; Dynein cargo inh nuclear GR-EGFP: -0.312; Dynein cargo inh cell count: 0.698; Ins promoter up cell count: 1430; Lipid droplet cells 6.5 µM: 686; MT stabilizer Hoechst-high %: 3.1; MT stabilizer cytotoxicity %: 4.2; Autophagy HCS cell loss 18 h: -1.0

What do the screens show for `CCN(CCCNC(=O)CN1C(=O)COc2ccccc21)c1cccc(C)c1`?
ER stress rescue: -0.3%; Ins promoter up: 0.19; Dynein cargo inh: -0.0936; Lipid droplet: -12.6; M1AAP inhibition: 5.8%; Yfh1-off respiration: inactive; M17LAP inhibition: -9.1%; Autophagy HCS: inactive; MT stabilizer: 1.9; Dynein cargo inh cytoplasmic EGFP: -0.279; Dynein cargo inh nuclear GR-EGFP: -0.00618; Dynein cargo inh cell count: 0.913; Ins promoter up cell count: 785; Lipid droplet cells 6.5 µM: 813; MT stabilizer Hoechst-high %: 1.2; MT stabilizer cytotoxicity %: 2.4; Autophagy HCS cell loss 18 h: -12.5

What do the screens show for `CCOC(=O)c1c(C)[nH]c(C(=O)COC(=O)c2oc3ccc(OC)cc3c2C)c1C`?
ER stress rescue: 0.6%; Ins promoter up: 0.49; Dynein cargo inh: 0.992; M1AAP inhibition: -3.0%; Yfh1-off respiration: inactive; M17LAP inhibition: 13.0%; Autophagy HCS: inactive; MT stabilizer: 5.2; Dynein cargo inh cytoplasmic EGFP: -0.151; Dynein cargo inh nuclear GR-EGFP: 1.15; Dynein cargo inh cell count: -0.682; Ins promoter up cell count: 1321; MT stabilizer Hoechst-high %: 2.7; MT stabilizer cytotoxicity %: 5.4; Autophagy HCS cell loss 18 h: 14.0

How did O=C(O)CCSc1nnc(CNc2ccc(Cl)cc2)n1Cc1ccccc1 do in these assays?
ER stress rescue: -1.5%; Ins promoter up: -0.09; Dynein cargo inh: -0.729; Lipid droplet: 2.8; M1AAP inhibition: 6.1%; Yfh1-off respiration: inactive; M17LAP inhibition: 20.0%; Autophagy HCS: inactive; MT stabilizer: 3.9; Dynein cargo inh cytoplasmic EGFP: -0.305; Dynein cargo inh nuclear GR-EGFP: -0.327; Dynein cargo inh cell count: 0.805; Ins promoter up cell count: 1229; Lipid droplet cells 6.5 µM: 732; MT stabilizer Hoechst-high %: 1.9; MT stabilizer cytotoxicity %: 4.3; Autophagy HCS cell loss 18 h: 7.9

What do the screens show for `COc1ccc(-n2c3c(cc(C(=O)NC4CCSC4=O)c2=O)C(=O)CC(C)(C)C3)cc1` (centres undefined)?
ER stress rescue: -0.6%; Ins promoter up: -0.05; Dynein cargo inh: -0.675; M1AAP inhibition: 6.2%; Yfh1-off respiration: inactive; M17LAP inhibition: 18.1%; Autophagy HCS: inactive; MT stabilizer: 1.7; Dynein cargo inh cytoplasmic EGFP: -0.225; Dynein cargo inh nuclear GR-EGFP: -0.213; Dynein cargo inh cell count: 0.74; Ins promoter up cell count: 1020; MT stabilizer Hoechst-high %: 2.0; MT stabilizer cytotoxicity %: 9.4; Autophagy HCS cell loss 18 h: 3.2

Results for Nc1nc2ccc(S(=O)(=O)c3ccc4nc(N)sc4c3)cc2s1 ?
ER stress rescue: -2.1%; Ins promoter up: 0.67; Dynein cargo inh: -0.424; M1AAP inhibition: 1.9%; Yfh1-off respiration: inactive; M17LAP inhibition: -5.8%; Autophagy HCS: inactive; MT stabilizer: 1.7; Dynein cargo inh cytoplasmic EGFP: -0.223; Dynein cargo inh nuclear GR-EGFP: -0.13; Dynein cargo inh cell count: 0.63; Ins promoter up cell count: 1185; MT stabilizer Hoechst-high %: 1.3; MT stabilizer cytotoxicity %: 7.5; Autophagy HCS cell loss 18 h: 6.9

How did COc1ccc(OC)c(NC(=O)Cn2c(=O)oc3ccccc32)c1 do in these assays?
ER stress rescue: -2.2%; Ins promoter up: -0.41; Dynein cargo inh: 0.602; M1AAP inhibition: 3.0%; Yfh1-off respiration: inactive; M17LAP inhibition: 8.6%; Autophagy HCS: active; MT stabilizer: 2.0; Dynein cargo inh cytoplasmic EGFP: -0.255; Dynein cargo inh nuclear GR-EGFP: 0.874; Dynein cargo inh cell count: -0.471; Ins promoter up cell count: 773; MT stabilizer Hoechst-high %: 2.0; MT stabilizer cytotoxicity %: 8.6; Autophagy HCS cell loss 18 h: 3.6*

What do the screens show for `CCOc1ccc(-c2nnc(NC(=O)c3ccc(OCC(C)C)c(OC)c3)o2)cc1`?
ER stress rescue: 0.5%; Ins promoter up: -0.29; Dynein cargo inh: 1.52; M1AAP inhibition: -0.1%; Yfh1-off respiration: inactive; M17LAP inhibition: -3.2%; Autophagy HCS: inactive; MT stabilizer: 4.7; Dynein cargo inh cytoplasmic EGFP: -0.501; Dynein cargo inh nuclear GR-EGFP: 0.775; Dynein cargo inh cell count: -0.708; Ins promoter up cell count: 1539; MT stabilizer Hoechst-high %: 1.3; MT stabilizer cytotoxicity %: 3.0; Autophagy HCS cell loss 18 h: -22.2

What do the screens show for `CCNc1nc(NCC)nc(SCCOC(=O)COc2ccc(Cl)cc2Cl)n1`?
ER stress rescue: -0.2%; Ins promoter up: -0.55; Dynein cargo inh: -0.485; Lipid droplet: -4.5; M1AAP inhibition: -2.0%; Yfh1-off respiration: inactive; M17LAP inhibition: 9.4%; Autophagy HCS: inactive; MT stabilizer: 2.6; Dynein cargo inh cytoplasmic EGFP: -0.273; Dynein cargo inh nuclear GR-EGFP: -0.0205; Dynein cargo inh cell count: 0.264; Ins promoter up cell count: 1041; Lipid droplet cells 6.5 µM: 755; MT stabilizer Hoechst-high %: 1.9; MT stabilizer cytotoxicity %: 1.6; Autophagy HCS cell loss 18 h: -0.6

Results for O=c1[nH]c(SCc2ccc([N+](=O)[O-])cc2)nc2[nH]ncc12 ?
ER stress rescue: 2.0%; Ins promoter up: -0.03; Dynein cargo inh: -0.382; Lipid droplet: -3.1; M1AAP inhibition: 5.6%; Yfh1-off respiration: inactive; M17LAP inhibition: 22.4%; Autophagy HCS: inactive; MT stabilizer: 3.2; Dynein cargo inh cytoplasmic EGFP: -0.313; Dynein cargo inh nuclear GR-EGFP: -0.0251; Dynein cargo inh cell count: 0.995; Ins promoter up cell count: 1576; Lipid droplet cells 6.5 µM: 634; MT stabilizer Hoechst-high %: 1.8; MT stabilizer cytotoxicity %: 9.7; Autophagy HCS cell loss 18 h: -9.3

Results for Cc1ccc(NC2=C(Cl)C(=O)OC2OC(=O)c2ccco2)c(C)c1 (centres undefined) ?
Dynein cargo inh: 0.203; M1AAP inhibition: -1.5%; Yfh1-off respiration: inactive; M17LAP inhibition: 10.9%; Autophagy HCS: inactive; MT stabilizer: 5.4; Dynein cargo inh cytoplasmic EGFP: 0.131; Dynein cargo inh nuclear GR-EGFP: 0.0727; Dynein cargo inh cell count: -1.55; MT stabilizer Hoechst-high %: 2.4; MT stabilizer cytotoxicity %: 3.5; Autophagy HCS cell loss 18 h: -0.7

Results for O=C(CCl)Nc1cn(-c2ccccc2)nc1-c1ccc(F)cc1 ?
ER stress rescue: 0.4%; Ins promoter up: -0.31; Dynein cargo inh: 0.261; Lipid droplet: -1.0; M1AAP inhibition: 9.3%; Yfh1-off respiration: inactive; M17LAP inhibition: 1.0%; Autophagy HCS: inactive; MT stabilizer: 5.4; Dynein cargo inh cytoplasmic EGFP: -0.24; Dynein cargo inh nuclear GR-EGFP: 0.557; Dynein cargo inh cell count: -0.88; Ins promoter up cell count: 1229; Lipid droplet cells 6.5 µM: 679; MT stabilizer Hoechst-high %: 2.6; MT stabilizer cytotoxicity %: 2.3; Autophagy HCS cell loss 18 h: 22.2

Results for CC(C)(C)c1cc(C(=O)Nc2ccccc2)ccn1 ?
ER stress rescue: 1.1%; Ins promoter up: -0.01; Dynein cargo inh: -0.959; Lipid droplet: 5.9; M1AAP inhibition: 1.5%; Yfh1-off respiration: inactive; M17LAP inhibition: 10.7%; Autophagy HCS: inactive; MT stabilizer: 3.2; Dynein cargo inh cytoplasmic EGFP: -0.164; Dynein cargo inh nuclear GR-EGFP: -0.615; Dynein cargo inh cell count: 0.809; Ins promoter up cell count: 1091; Lipid droplet cells 6.5 µM: 721; MT stabilizer Hoechst-high %: 2.6; MT stabilizer cytotoxicity %: 7.0; Autophagy HCS cell loss 18 h: -1.6
